# From PubChem BioAssay
# Tau FP inhib: inhibitors of human tau fibril formation | 0.39% of 280,000 active | K18 P301L tau heparin fibrillization, Alexa594 FP, 6 h | Potency, µM (highest dose often 57.7 µM), without a hit: at the highest dose activity, negative = inhibition, most hits filed as inhibitors; note: % is set by controls: 0 for no effect and ±100 for the full control effect; nearly all actives have a fitted effect of over 55% in size
# Target sequence (P10636 561-689 P618L limits assumed): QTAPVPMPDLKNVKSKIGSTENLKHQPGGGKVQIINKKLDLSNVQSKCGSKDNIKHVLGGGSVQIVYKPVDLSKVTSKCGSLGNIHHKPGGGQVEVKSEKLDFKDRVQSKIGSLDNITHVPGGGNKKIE
#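 Human tau K18 […] P301L fragment, 15 uM unlabeled plus 0.24 uM Alexa 594-labeled tau (final), with compound and 20 uM heparin in 100 mM sodium acetate pH 7; 6 hr at 37 C, then Alexa 594 FP read.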
# aGlu spleen mod: inhibitors or activators of human alpha-glucosidase in spleen homogenate; Potency, µM (highest dose often 79.9 µM), for inactives: top-dose activity change, negative = inhibition, most hits filed as inhibitors; human spleen homogenate, 4-MU-alpha-glucoside fluorescence; 0.006% of 240,000 active;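 note: 0% = enzyme with vehicle and -100% = no enzyme basal signal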
#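 Human spleen homogenate (1 ug) incubated with compounds and 1 mM 4-methylumbelliferyl-alpha-D-glucopyranoside in pH 5.0 citrate/phosphate buffer, 37 C, 40 min. Stopped at pH 10; 4-MU fluorescence (Ex 365/Em 440 nm); AC50 by Hill fit.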
# GAA glycogen mod: GAA glycogen-cleavage inhibition or activation | P10253 | recombinant GAA, glycogen substrate, Amplex Red glucose oxidase fluorescence | Potency, µM (series often up to 76.4 µM), inactives show at the top dose activity change, negative = inhibition, most hits filed as inhibitors | 0.38% of 300,000 active;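 note: 0% = full enzyme reaction and -100% = no-enzyme basal signal; the screen sought inhibitors and activators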
#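 Recombinant enzyme (4 nM final) with compounds titrated up to 77 uM and bovine liver glycogen (30 ug) in citrate pH 5.0, 0.01% Tween-20, 37 C 40 min. Released glucose detected by Amplex Red/glucose oxidase (Ex 573/Em 610); AC50 from Hill fits.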
# aGal spleen mod: inhibits or activates alpha-galactosidase in human spleen homogenate; AID 2107; Potency, µM (series often up to 80 µM), for inactives: at the top dose activity change, negative = inhibition, usual class: inhibitors; human spleen homogenate, 4MU-alpha-Gal fluorescence, 40 min; 0.008% of 240,000 active; P06280;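 note: 0% = enzyme with vehicle and -100% = no enzyme basal signal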
# Target sequence (P06280 32-429 limits assumed): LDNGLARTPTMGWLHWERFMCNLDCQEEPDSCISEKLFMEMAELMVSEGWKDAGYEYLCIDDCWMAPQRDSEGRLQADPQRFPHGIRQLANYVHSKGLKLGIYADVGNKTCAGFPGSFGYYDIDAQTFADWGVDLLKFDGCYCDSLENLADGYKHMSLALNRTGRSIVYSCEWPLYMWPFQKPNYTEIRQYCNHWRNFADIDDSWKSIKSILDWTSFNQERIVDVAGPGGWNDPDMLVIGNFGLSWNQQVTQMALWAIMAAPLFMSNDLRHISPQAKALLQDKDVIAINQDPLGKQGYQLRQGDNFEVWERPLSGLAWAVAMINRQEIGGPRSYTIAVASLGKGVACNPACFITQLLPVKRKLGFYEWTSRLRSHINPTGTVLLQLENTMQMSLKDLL
#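 Inhibition or activation of alpha-galactosidase in human spleen homogenate is scored by 4-MU fluorescence after 40 min at 37C, pH 5.0, with 1 mM substrate. AC50s come from concentration-response fitted to the Hill equation.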
# Tau fluor cs: counter-screen for tau fibril formation inhibitors. tau K18 P301L Alexa594 fluorescence, heparin fibrillization. Potency, µM (series often up to 57.7 µM), inactives show at the highest dose activity change, negative = decrease. 0.93% of 280,000 active; note: % is set by controls: 0 for no effect and ±100 for the full control effect; nearly all actives have a fitted effect of over 55% in size
#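 Human K18 P301L tau (15 uM unlabeled plus 0.24 uM Alexa 594-labeled, final) in 100 mM sodium acetate pH 7 was mixed with compound and 20 uM heparin and incubated 6 hr at 37 C.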
# Tau ThT inhib: blocks human tau fibril formation measured by thioflavin T. AID 1460. P10636. 2.1% of 270,000 active. recombinant tau K18 P301L (four-repeat tau fragment), heparin-induced fibrillization, ThT fluorescence. Potency, µM (doses to about 57.4 µM), for the others: top-dose activity, negative = inhibition, hits mostly inhibitors; note: % is set by controls: 0 for no effect and ±100 for the full control effect; nearly all actives have a fitted effect of over 55% in size
#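 K18 P301L tau (15 uM + 0.24 uM Alexa 594-tagged), heparin 20 uM, NaOAc pH 7, 6 h 37 C; ThT 30 uM, 1 h RT, ex 450/em 510 nm.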
# HTT ATP protect: protects HTT-Q103 PC12 cells, measured by ATP. PC12 HTT-Q103 induced, cytoprotection, ATP luminescence, 40 h. Potency, µM (doses to about 56.4 µM), without a hit: cytoprotection (ATP increase), hits mostly activators. 0.14% of 230,000 active. AID 1471;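 note: % of control where 0% means no effect; nearly all actives have a fitted effect of over 45% in size; toxic huntingtin expression switched on by the ecdysone agonist tebufenozide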
#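 Quantitative HTS on tebufenozide-induced (100 nM) PC12 cells expressing HTTQ103 exon 1–GFP; compounds tested as a concentration series; survival measured via cellular ATP.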
# GAA inhib: blocks human lysosomal alpha-glucosidase | Potency, µM (highest dose often 76.9 µM), for the others: at the top dose activity change, negative = inhibition, usual class: inhibitors | P10253 | 0.005% of 200,000 active | purified human GAA, 4-MU-alpha-glucoside fluorescence;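 note: plate controls were uninhibited enzyme wells for no effect and no-enzyme background for full effect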
#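 AC50 values come from Hill fits of compound titrations (up to 77 uM) against 4 nM human enzyme. Substrate 4-methylumbelliferyl-alpha-D-pyranoside at 400 uM, pH 5.0 citrate buffer, 20 min room temperature; fluorescence Ex 365/Em 440 after alkaline stop.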
# Active calls of the source: *; ? = inconclusive; / = no result given; & = joins results of further samples; [ ] = remark or other dose. Calls come from the whole dose curve; as a rule, active = well fitted curve in the direction sought with a large enough effect; inconclusive = small, poorly fitted or top-dose-only effect, or another doubt; inactive = no such curve, though single readings can be large; an effect the other way counts as inactive or inconclusive. Potency is the fitted concentration of half-maximal effect.
# Values run as follows: aGal spleen mod, Tau ThT inhib, Tau FP inhib, Tau fluor cs, HTT ATP protect, GAA inhib, aGlu spleen mod, GAA glycogen mod
1	CN1C(=O)C(CC(=O)Nc2ccc(Cl)cc2)N(Cc2ccco2)C1=S (configuration not stated)
→ 5.9%, -13.2%, -11.2%, -19.8%, -3.3%, 3.6%, -1.4%, -1.8%
2	C[C@@H]1C[C@H]2[C@@H]3C[C@H](F)C4=CC(=O)C=C[C@]4(C)[C@@]3(F)[C@@H](O)C[C@]2(C)[C@@]1(O)C(=O)CO
→ 2.1%, ?, 9.5%, -11.7%, /, -3.5%[15.4 µM], 5.2%, -0.9%
3	CNC(=O)CSc1nnc(-c2cccs2)o1
→ 2.4%, 4.0%, 6.7%, 5.4%, -5.6%, -3.7%, 2.5%, -1.8%
4	CNC(=O)CN1C(=O)CSc2nc(C)cc(C)c21
→ -4.1%, -2.7%, -3.0%, -0.9%, 19.9%[10 µM], 1.6%, -8.4%, 10.0%
5	Cn1c(=O)c2c(nc(Sc3ncnn3CC(=O)N3CCOCC3)n2C)n(C)c1=O
→ 3.0%, /, 2.7%, 6.8%, -4.0%[10 µM], /, 5.5%, 1.7%
6	Fc1ccc(NC(=S)N2CCCC(c3ccccc3)=N2)cc1
→ -4.3%, -1.7%, -10.0%, -25.4%, -8.7%[10 µM], -5.8%, 1.7%, -1.0%
7	O=C(NCCCCCCNC(=O)c1cncc(O)c1)c1cncc(O)c1
→ 1.6%, /, -4.8%, 6.2%, -5.6%[10 µM], /, -3.5%, 2.7%
8	COCc1ccc(C(=O)N2CCCC(C(=O)c3cccc(C(F)(F)F)c3)C2)o1 (configuration not stated)
→ 0.0%, -4.7%, -2.1%, -5.3%, 38.1%[10 µM], ?, -0.3%, 6.6%
9	COc1ccc(NC(=O)CSC2CCCCC2)cc1
→ -1.9%, 0.2%, -5.1%, -6.0%, -30.7%, -3.3%, -7.5%, -9.3%
10	CCOC(=O)c1[nH]c(C)c(C(=O)Nc2ccccc2F)c1C
→ 3.0%, -14.4%, 1.3%, -5.8%, -26.3%[10 µM], -3.8%, 4.3%, -6.8%
11	COc1cccc(CN(C)Cc2nc(C3CC3)no2)c1
→ 1.0%, -3.5%, -7.9%, -6.1%, -25.3%, -1.9%, -4.3%, -13.5%
12	CCOC(=O)/C(=N\Nc1cccc(Cl)c1)Sc1nnc(-c2ccc(OC)cc2)n1C
→ -16.5%, -13.0%, -5.1%, 0.8%, 2.6%[10 µM], 1.7%, -0.7%, -0.7%
13	COc1ccccc1N1CCN(C(=S)NC(=O)/C=C/c2ccc(F)cc2)CC1
→ 6.9%, ?, -1.0%, ?, 10.0%[10 µM], /, 0.9%, 0.9%
14	N#Cc1c(NCCCO)nc(-c2ccccc2)c2c1CCCC2
→ 27.1%, -19.8%, 13.0%, -9.3%, -25.6%, 10.0%, 14.3%, 8.0%
15	CCCn1c(=N)n(CC(O)COc2cccc(C)c2)c2ccccc21 (configuration not stated)
→ -2.2%, 4.2%, -5.7%, -7.0%, -40.3%, -1.3%, -5.7%, 1.0%
16	C=CCn1c(C)cc(C(=O)COC(=O)C2CC(=O)N(Cc3ccccc3)C2)c1C (configuration not stated)
→ 0.0%, ?, 2.9%, -12.1%, 22.8%, ?, -1.5%, 4.5%
17	CC1=NN(C(=O)c2csc(C(C)C)c2)C(O)(C(F)(F)F)C1 (configuration not stated)
→ -3.1%, -4.4%, 8.1%, -0.2%, 19.2%[10 µM], 1.6%, -5.7%, 7.5%
18	O=C(O)CCS(=O)(=O)c1cccc2cccnc12
→ -5.3%, -6.0%, 0.8%, 4.2%, -3.0%[0.074 µM], -10.9%, -8.0%, -12.5%
19	Cc1cccc2cc(C3CC(c4ccco4)=NN3S(C)(=O)=O)c(Cl)nc12 (configuration not stated)
→ -12.3%, -8.3%, 5.9%, -6.6%, 30.4%[10 µM], /, 1.2%, -0.3%
20	CCn1cc(C(=O)O)c(=O)c2cc(F)c(N3CCN(S(=O)(=O)c4ccc(NC(C)=O)cc4)CC3)cc21
→ -1.4%, 6.2%, -2.2%, -2.7%, 19.7%[10 µM], ?, -24.2%, ?

# Record cards (already shown). Order of screens: aGal spleen mod | Tau ThT inhib | Tau FP inhib | Tau fluor cs | HTT ATP protect | GAA inhib | aGlu spleen mod | GAA glycogen mod
# CCOC(=O)/C(=N\Nc1cccc(Cl)c1)Sc1nnc(-c2ccc(OC)cc2)n1C is listed with -16.5% | -13.0% | -5.1% | 0.8% | 2.6%[10 µM] | 1.7% | -0.7% | -0.7%
# CNC(=O)CN1C(=O)CSc2nc(C)cc(C)c21 is listed with -4.1% | -2.7% | -3.0% | -0.9% | 19.9%[10 µM] | 1.6% | -8.4% | 10.0%

# The main list resumes, repeating the five entries before the break.
# Values run as follows: aGal spleen mod, Tau ThT inhib, Tau FP inhib, Tau fluor cs, HTT ATP protect, GAA inhib, aGlu spleen mod, GAA glycogen mod
16	C=CCn1c(C)cc(C(=O)COC(=O)C2CC(=O)N(Cc3ccccc3)C2)c1C (configuration not stated)
→ 0.0%, ?, 2.9%, -12.1%, 22.8%, ?, -1.5%, 4.5%
17	CC1=NN(C(=O)c2csc(C(C)C)c2)C(O)(C(F)(F)F)C1 (configuration not stated)
→ -3.1%, -4.4%, 8.1%, -0.2%, 19.2%[10 µM], 1.6%, -5.7%, 7.5%
18	O=C(O)CCS(=O)(=O)c1cccc2cccnc12
→ -5.3%, -6.0%, 0.8%, 4.2%, -3.0%[0.074 µM], -10.9%, -8.0%, -12.5%
19	Cc1cccc2cc(C3CC(c4ccco4)=NN3S(C)(=O)=O)c(Cl)nc12 (configuration not stated)
→ -12.3%, -8.3%, 5.9%, -6.6%, 30.4%[10 µM], /, 1.2%, -0.3%
20	CCn1cc(C(=O)O)c(=O)c2cc(F)c(N3CCN(S(=O)(=O)c4ccc(NC(C)=O)cc4)CC3)cc21
→ -1.4%, 6.2%, -2.2%, -2.7%, 19.7%[10 µM], ?, -24.2%, ?
21	CCCN1CCN(CCCNC(=O)Cn2cc3c(n2)CCCC3)CC1
→ 4.5%, -9.2%, -0.7%, -2.5%, 15.1%, -2.2%, 1.1%, 5.6%
22	NC(N)=[N+]1CCc2ccccc2C1
→ 10.2%, 2.1%, -3.4%, 0.2%, 12.3%[1.9 µM], /, 0.1%, /
23	O=C1c2ccccc2C(Nc2ccc(S(=O)(=O)N3CCCCCC3)cc2)N1c1ccccn1 (configuration not stated)
→ 8.8%, -9.9%, -17.2%, -19.3%, -36.7%, -8.2%, -0.6%, -12.3%
24	Cc1ccc(S(=O)(=O)N2CCN(S(=O)(=O)N(C)C)CC2)c(C)c1
→ 8.3%, -0.4%, -6.1%, -7.2%, 7.4%, ?, -0.2%, 0.5%
25	Cc1cccc(CN2CCC(CNc3ncnc4onc(-c5ccc(Cl)cc5)c34)CC2)c1
→ /, -0.7%, ?, -15.2%, /, /, /, 6.1%[76.3 µM]
26	CN(C(=S)NC1=CCS(=O)(=O)C1)C1CCCCC1
→ 5.7%, 0.4%, -5.7%, -4.2%, -1.7%, 2.2%, -0.4%, 3.3%
27	Cc1nc(N2CCCCC2)c2c(C)c(C(=O)Nc3cccc(C(F)(F)F)c3)sc2n1
→ -8.4%, -4.8%, ?, ?, -23.6%, ?, -2.9%, -7.2%
28	O=C(Nc1ccccc1F)c1ccc(Cn2cc(Br)cn2)cc1
→ -0.7%, -11.1%, -7.5%, -18.2%, -33.0%[inhibitor], ?, 3.5%, 6.5%
29	COc1cc(NC(=O)c2ccc(Cl)cc2)c(OC)cc1NC(=O)CN1CCOCC1
→ 5.0%, ?, 14.4%, -13.1%, 22.5%, 4.8%, 2.9%, -10.8%
30	CCN(CC)c1ccc(/C=C/C(=O)c2ccc(Br)cc2)cc1
→ 1.7%, ?, 3.0%, ?, 5.9%[10 µM], -4.9%, -5.5%, 3.3%
31	CC1Cc2ccccc2N1C(=O)CSc1nnc(-c2ccccc2)c(-c2ccccc2)n1 (configuration not stated)
→ -7.7%, -10.2%, -5.1%, -6.4%, -10.4%, -14.0%, -6.2%, -2.3%
32	O=C(CSc1cccc2cccnc12)N/N=C/c1cccc(O)c1
→ -12.4%, ?, -11.5%, -12.2%, -7.5%, 0.2%, 0.7%, -6.1%
33	COc1ccc(CCNc2nc3ccccc3n3nnnc23)cc1OC
→ -3.1%, -15.1%, 11.9%, -15.5%, 13.9%, -3.3%, -0.4%, -11.1%
34	C[C@@H](CC(=O)O)[C@@H](N)C(=O)O
→ 6.3%&-1.0%, -0.6%&-8.3%, -5.8%&-2.5%, 0.4%&-6.0%, ?, /, 3.5%&5.9%, /
35	O=C(CCn1c(=O)[nH]c2ccsc2c1=O)N(CCc1ccccc1)Cc1ccccc1
→ 8.2%, -9.8%, -4.2%, -29.2%, -12.9%, -8.6%, 2.3%, -17.9%
36	CN(C(=O)c1ccc2nccnc2c1)C1CCCCC1
→ 2.1%, -4.0%, -8.3%, -6.6%, 9.2%[10 µM], /, 6.3%, 1.9%
37	COc1ccccc1N1CCN(Cc2nc(-c3ccc(F)cc3)oc2C)CC1
→ 1.9%, ?, 9.5%, -12.4%, -36.5%[inhibitor], -3.4%, 7.5%, 11.4%
38	CC1CN(C(=O)C2CC2)C(C)CN1C(=O)C1CC1 (configuration not stated)
→ -8.0%, ?, -0.2%, -29.5%, 15.7%[10 µM], 4.0%, -7.9%, -3.1%
39	CCCCNS(=O)(=O)c1ccc2nc(-c3cccnc3)cc(C(=O)NCCCOC)c2c1
→ -1.1%, 3.5%, -2.4%, 6.9%, -8.8%[10 µM], -1.2%, 7.8%, 3.0%
40	CC(C)CN(C)C(=O)CCc1nnc(Cc2ccc(-c3ccccc3)cc2)o1
→ -8.9%, -12.6%, 3.0%, -5.3%, -40.2%[inhibitor], 4.0%, -4.7%, -5.1%
41	O=C1CC(c2ccccc2)CC(O)=C1C=NCc1ccc(Cl)cc1 (configuration not stated)
→ 5.0%, -9.2%, -8.4%, -7.5%, -17.2%, 0.7%, -4.7%, 13.5%
42	Nc1ccc(N2CCN(C(=O)c3ccco3)CC2)cc1
→ 1.1%, ?, -2.2%, -20.7%, -57.1%[inhibitor], 1.0%, -11.8%, ?
